Screening results as filed in PubChem BioAssay.
NCI-60 one-dose screen, 48 h, at 10 µM unless noted. Numbers give growth in % (100 = growth as untreated, 0 = no growth, -100 = all killed).
PC-3: PC-3 prostate cancer cells | actives 3.9% (n = 80,000) | AID 1794754
SF-539: SF-539 CNS cancer | AID 1794752 | actives 6.8% (n = 81,000)
U251: U251 CNS tumor cells; actives 5.4% (n = 80,000); AID 1794753
SF-295: SF-295 CNS cancer cells | actives 5.6% (n = 79,000)
SF-268: SF-268 CNS cancer cells. actives 3.1% (n = 82,000)
SNB-19: SNB-19 CNS cancer cells; AID 1794751; actives 2.5% (n = 81,000)
DU-145: DU-145 prostate cancer; actives 4.2% (n = 81,000); AID 1794760
OVCAR-8: OVCAR-8 ovarian cancer. AID 1794782. actives 4.4% (n = 81,000)
* = called active by the depositor; · = not tested or not shown; & = joins results of further samples. Rule for the calls: active = growth percent below 10; inactive = the rest.

Letters: A = PC-3; B = SF-539; C = U251; D = SF-295; E = SF-268; F = SNB-19; G = DU-145; H = OVCAR-8
Cc1ccc(S(=O)(=O)Oc2ccc(-c3sc4cc(OS(=O)(=O)c5ccc(C)cc5)ccc4c3C(=O)c3ccc(OCCN4CCCCC4)cc3)cc2)cc1
  A: 59; B: 89; C: 76; D: 95; E: 86; F: 95; G: 104; H: 93
C=COCCCCCCCCCCCCCCCCCC
  A: 84; B: 96; C: 106; D: 118; E: 101; F: 97; G: 106; H: 97
O=C1c2cccnc2C(=O)c2c1c(C(=O)N1CCCCC1)c1ccccn21
  A: 83; B: 91; C: 88; D: 91; E: 80; F: 80; G: 95; H: 94
COc1ccc(-c2ccc3c(=O)n(C)c(SC)nc3n2)cc1
  A: 104; B: 97; C: 99; D: 102; E: 100; F: 101; G: 102; H: 102
O=C(/C=C/c1ccc2nc(-c3cc(F)cc(F)c3)sc2c1)c1cc(F)cc(F)c1
  A: 103; B: 111; C: 101; D: 97; E: 114; F: 105; G: 122; H: 110
C/C(=N\NC(=O)Nc1ccc(Cl)cc1)c1nnn(-c2ccc(Br)cc2)c1C
  A: 98; B: 101; C: 99; D: 114; E: 98; F: 100; G: 95; H: 101
CC1(C)C2CC[C@]3(C)C(C(=O)C=C4[C@@H]5C[C@@](C)(C(=O)O)CC[C@]5(C)CC[C@]43C)[C@@]2(C)CC[C@@H]1OC(=O)CCC(=O)O (stereo partly specified)
  A: 108; B: 102; C: 104; D: 100; E: 102; F: 101; G: 111; H: 104
COc1cc(/C=C/C(=O)/C=C/c2cc(OC)c3c(c2)OCO3)cc2c1OCO2
  A: 84; B: 100; C: 45; D: 95; E: 89; F: 80; G: 107; H: 95
N/C(=N\S(=O)(=O)c1cccc(C(F)(F)F)c1)Nc1nc2ccccc2[nH]1
  A: 88; B: 88; C: 93; D: 95; E: 89; F: 88; G: 113; H: 96
CC1CCC(C(C)C)C(NNC(N)=O)C1 (stereo unspecified)
  A: 86; B: 110; C: 92; D: 103; E: 106; F: 98; G: 106; H: 100
O=C(NC1C(O)OC(CO)C(O)C1O)NS(=O)(=O)c1ccc(Cl)cc1 (stereo unspecified)
  A: 94; B: 101; C: 103; D: 103; E: 99; F: 101; G: 108; H: 102
CSc1ccc(Cl)cc1
  A: 102; B: 107; C: 105; D: 116; E: 98; F: 99; G: 110; H: 109
CC/C(=C(/c1ccc(Cl)cc1)c1ccc(OCCN2CCCCC2)cc1)c1ccc(Cl)cc1
  A: 64; B: 88; C: 62; D: 61; E: 88; F: 86; G: 90; H: 81
CC1=CC(=O)OC1CC(=O)O (stereo unspecified)
  A: 102; B: 104; C: 97; D: 108; E: 106; F: 100; G: 109; H: 100
CC(=O)C(C(C)=O)c1nc2sc3cccc(Cl)c3n2c(=N)c1C#N
  A: 96; B: 109; C: 106; D: 114; E: ·; F: 98; G: ·; H: 105
Oc1ccc(-c2cc(-c3cn(-c4ccccc4)nc3-c3ccc(O)cc3)[nH]n2)cc1
  A: 79; B: 83; C: 98; D: 101; E: 87; F: 91; G: 79; H: 99
C#CCOc1ccc(/C=N/Nc2nc(-c3cc4c(C(C)(C)C)cc(C(C)(C)C)cc4oc3=O)cs2)cc1OC
  A: 67; B: 98; C: 92; D: 94; E: 99; F: 95; G: 102; H: 92
O=C1NC(=O)/C(=C\c2ccc(OCC(=O)N3C(=O)c4ccccc4S3(=O)=O)cc2)S1
  A: 96; B: ·; C: 100; D: 107; E: 101; F: 98; G: 114; H: 115
CC12CCC(=O)C=C1CCCC2=O (stereo unspecified)
  A: 96; B: 100; C: 103; D: 124; E: 114; F: 106; G: 111; H: 109
Cc1nn(-c2ccccc2)c(Cl)c1/C=C1\N=C(c2ccccc2)N(c2ccccc2)NC1=O
  A: 79; B: 118; C: 69; D: 81; E: 86; F: 82; G: 102; H: 89
Brc1cc2c(c3ccccc13)N1O[C@@H](C2)C[C@H]1c1ccco1
  A: ·; B: 96; C: 89; D: 97; E: 106; F: 109; G: 115; H: 91
CCOC(=O)Nc1cc(Cl)ccc1Cl
  A: 100; B: 107; C: 95; D: 112; E: 108; F: 102; G: 112; H: 105
CCc1cccc(CC)c1NC(=S)NN
  A: ·; B: 106; C: 93; D: 93; E: 101; F: ·; G: 111; H: 95
CO/N=C(\C)c1ccc(NC(=O)CN2CCN(c3cc4c(cc3F)c(=O)c(C(=O)O)cn4C3CC3)CC2)cc1
  A: 97; B: 97; C: 106; D: 87; E: 94; F: 101; G: 102; H: 112
O=C(CN1C(=O)C(=O)c2ccccc21)Nc1ccc(-c2nc3ccccc3s2)cc1
  A: 71; B: 100; C: 92; D: 100; E: 89; F: 94; G: 97; H: 96
Cn1c(=O)c2c(nc(Nc3ccc(F)cc3)n2CC(=O)Nc2ccc(S(N)(=O)=O)cc2)n(C)c1=O
  A: 101; B: 99; C: ·; D: 100; E: 100; F: 98; G: 112; H: 100
C/C(=N\N=C(/C)c1ccc(Br)s1)c1ccc(Br)s1
  A: 89; B: 107; C: 103; D: 105; E: 99; F: 110; G: 108; H: 108
COc1ccc(C(=O)CSc2nc(Nc3ccc(S(N)(=O)=O)cc3)c(C#N)c(C(C)C)n2)cc1
  A: 97; B: 95; C: 104; D: 104; E: 114; F: 99; G: 112; H: 103
CC(C)C[C@H](NC(=O)Cn1ccc(Nc2ccccc2)cc1=O)B(O)O
  A: 59; B: -58*; C: 66; D: 38; E: 34; F: 68; G: 39; H: 54
Cn1cc(-c2cc(N)n3nc(-c4c[nH]c5ccccc45)cc3n2)c2cc(F)ccc21
  A: 17; B: -62*; C: -39*; D: -51*; E: 65; F: 15; G: 46; H: -43*

Part of the list above, limited to OVCAR-8 and DU-145:
SMILES,OVCAR-8,DU-145
Cn1cc(-c2cc(N)n3nc(-c4c[nH]c5ccccc45)cc3n2)c2cc(F)ccc21,-43*,46
Cc1nn(-c2ccccc2)c(Cl)c1/C=C1\N=C(c2ccccc2)N(c2ccccc2)NC1=O,89,102

Other results.
Letters: A = PC-3; B = SF-539; C = U251; D = SF-295; E = SF-268; F = SNB-19; G = DU-145; H = OVCAR-8
CCOC(=O)C1=NN(c2ccccc2)C(=O)C1
  A: 87&95; B: 97&97; C: 105&99; D: 112; E: 111&107; F: 110&95; G: 120&107; H: 108&96
Cn1ccc2c3c(ccc21)CC3=O
  A: 110; B: 126; C: 111; D: 112; E: 110; F: 105; G: 120; H: 107
N=C(N)SC1c2ccccc2-c2ccc([N+](=O)[O-])cc21 (stereo unspecified)
  A: 105; B: 99; C: 91; D: 99; E: 97; F: 107; G: 86; H: 94
O=C(/C=C/c1ccccc1)NO
  A: 75; B: 85; C: 82; D: 94; E: 102; F: 99; G: 94; H: 68
COc1cc(/C=C2\SC(N3CCCCC3)=NC2=O)ccc1OCCCOc1ccc(/C=C2\SC(N3CCCCC3)=NC2=O)cc1OC
  A: 91; B: 106; C: 91; D: 91; E: 103; F: 101; G: 96; H: 72
Cc1cc2c(s1)CCCC1CC(=O)N(CCN3CCOCC3)N=C21 (stereo unspecified)
  A: 102; B: 91; C: 107; D: 105; E: 104; F: 95; G: 116; H: 96
COc1cc(-c2nc3sc(C4CC4)nn3c2-c2ccc(C(F)(F)F)cc2)cc(OC)c1OC
  A: 83; B: 83; C: 78; D: 77; E: 93; F: 73; G: 94; H: 76
COc1ccc(-c2nn(-c3cccc(NC(=O)Nc4ccc(Cl)c(C(F)(F)F)c4)c3)cc2-c2ccncc2)cc1Cl
  A: 2.8*; B: -7.1*; C: -41*; D: -2.1*; E: 31; F: 32; G: 23; H: 1.5*
COc1ccc(-c2nn(-c3ccc(S(C)(=O)=O)cc3)cc2/C=C/C(=O)c2ccc(NC(=O)CO[N+](=O)[O-])cc2)cc1
  A: 90; B: 101; C: 104; D: 91; E: 118; F: 95; G: 109; H: 102
O=C(CCN1CCCC1)Nc1ccc2c(NCCCCc3ccccc3)c3ccccc3nc2c1
  A: -57*; B: -70*; C: -58*; D: 43; E: -73*; F: -49*; G: -62*; H: 1.1*
COc1ccc2oc(=O)cc(/C=C3/C(=O)NC(=S)NC3C)c2c1 (stereo unspecified)
  A: 67; B: 97; C: 93; D: 93; E: 90; F: 96; G: 101; H: 84
CCOC(=O)c1sc(NC(=O)CN2CCC(Cc3ccccc3)CC2)nc1C
  A: 93; B: 106; C: ·; D: 42; E: 106; F: 104; G: 102; H: 110
Cc1ccc(/C=C/C(=O)c2ccc(Nc3nc(NCCO)nc(N4CCOCC4)n3)cc2)cc1
  A: 84; B: 93; C: 88; D: 99; E: 95; F: 107; G: 90; H: 88
CN1CCCNc2c(c(=O)c2=O)NCCCN(C)CCCNc2c(c(=O)c2=O)NCCCN(C)CCCNc2c(c(=O)c2=O)NCCCN(C)CCCNc2c(c(=O)c2=O)NCCCN(C)CCCNc2c(c(=O)c2=O)NCCC1
  A: 97; B: 98; C: 90; D: 91; E: 69; F: 106; G: 88; H: 78
CS(=O)(=O)c1ncc(Br)c(Cl)n1
  A: 96; B: 99; C: 98; D: 108; E: 106; F: 101; G: 107; H: 100

Looked up above:
In SF-295, Cn1ccc2c3c(ccc21)CC3=O shows 112
In SF-539, CN1CCCNc2c(c(=O)c2=O)NCCCN(C)CCCNc2c(c(=O)c2=O)NCCCN(C)CCCNc2c(c(=O)c2=O)NCCCN(C)CCCNc2c(c(=O)c2=O)NCCCN(C)CCCNc2c(c(=O)c2=O)NCCC1 shows 98
In DU-145, CCOC(=O)C1=NN(c2ccccc2)C(=O)C1 shows 120&107
In OVCAR-8, COc1cc(-c2nc3sc(C4CC4)nn3c2-c2ccc(C(F)(F)F)cc2)cc(OC)c1OC shows 76
In DU-145, COc1cc(/C=C2\SC(N3CCCCC3)=NC2=O)ccc1OCCCOc1ccc(/C=C2\SC(N3CCCCC3)=NC2=O)cc1OC shows 96
In OVCAR-8, COc1ccc(-c2nn(-c3ccc(S(C)(=O)=O)cc3)cc2/C=C/C(=O)c2ccc(NC(=O)CO[N+](=O)[O-])cc2)cc1 shows 102

Continued.
Letters: A = PC-3; B = SF-539; C = U251; D = SF-295; E = SF-268; F = SNB-19; G = DU-145; H = OVCAR-8
O=C1C2C3C=CC(O3)C2C(=O)N1/N=C/c1ccc2c(c1)OCO2 (stereo unspecified)
  A: 101; B: 108; C: 101; D: 122; E: 106; F: 102; G: 108; H: 96
CCOC(=O)c1cc(C(=O)c2cc(OC)c(OC)c(OC)c2)n2ccc(-c3ccncc3)cc12
  A: 75; B: 94; C: 93; D: 113; E: 96; F: 94; G: 103; H: 91
CC(=O)OC1COC(c2ccccc2)OC1C1OC(c2ccccc2)OCC1OC(C)=O (stereo unspecified)
  A: 92; B: 97; C: 97; D: ·; E: 107; F: 97; G: 110; H: 95
Cc1cccc(C)c1Nc1nnc(-c2cc(F)c(F)c(F)c2)o1
  A: 63; B: 99; C: 94; D: 102; E: 90; F: 97; G: 103; H: 95
CN(C)C1=NCCN1
  A: 80; B: 104; C: 97; D: 101; E: 104; F: 111; G: 108; H: 104
CCCCCCCCc1ccc(S(=O)(=O)Nc2cccc(-c3csc(NC(C)=O)n3)c2)cc1
  A: 78; B: 101; C: 95; D: 98; E: 93; F: 91; G: 101; H: 93
O=C(O)c1ccc(NCn2c(=S)sc3ccccc32)cc1
  A: 91; B: 101; C: 101; D: 111; E: 96; F: 105; G: 111; H: 99
C[n+]1cccc2cccc([N+](=O)[O-])c21
  A: 88; B: 102; C: 100; D: 106; E: 90; F: 106; G: 105; H: 95
CC12CC[C@@H]3[C@]4(C)COC(c5ccc(Br)cc5)O[C@@H]4CC[C@@]3(C)[C@@H]1CC(C1=CCOC1=O)O2 (stereo partly specified)
  A: 63; B: 84; C: 77; D: 71; E: 84; F: 80; G: 86; H: 69
CSc1nc2[nH]c(=O)[nH]c2c(=O)[nH]1
  A: 99; B: 118; C: 100; D: 119; E: 113; F: 106; G: 126; H: 108
O=C(/C=C/c1ccc[nH]1)c1ccc(-n2ccc(C(F)(F)F)n2)c(F)c1
  A: 48; B: 70; C: 89; D: 90; E: 94; F: 101; G: 100; H: 96
COc1ccc(-c2ccc3c(cnn3C(=O)c3cc(OC)c(OC)c(OC)c3)c2)cc1
  A: 77; B: 68; C: 83; D: 78; E: 78; F: 79; G: 85; H: 83
COc1cc(/C=C/C(=O)NCCn2c(C)cc3ccccc32)cc(OC)c1OC
  A: 84; B: 104; C: ·; D: ·; E: 108; F: 111; G: 107; H: 97
CCOCC(O)CN1CCN(c2ccccc2)CC1 (stereo unspecified)
  A: 105; B: 111; C: 109; D: 104; E: 105; F: 106; G: 109; H: 122
Cc1ccccc1NC(=O)Cn1nncc1COc1ccc2ccccc2c1C=O
  A: 96; B: 103; C: 98; D: 101; E: 106; F: 100; G: 105; H: 99
O=C(Nc1ncc(Cc2cccc(C(F)(F)F)c2)s1)C1=NCCCN1
  A: 84; B: 101; C: 97; D: 92; E: 90; F: 93; G: 84; H: 92
